Screens from PubChem BioAssay.
NOD1 inhibition = NOD1 signaling inhibitors, primary screen, cell-based, luminescence, uHTS (AID 1578). NOD1-driven NF-kB luciferase reporter cells, luminescence; higher % means a stronger effect. hit rate 1% among 290,000. inhibition, % at 4 µM; hits with a dose series show EC50 in µM; in the data active = inhibition mostly above about 36%, no sharp cut-off; inactive = mostly below about 34%;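 note: HEK-293T reporter cells stimulated with the NOD1 agonist gamma-tri-DAP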
HIV fusion peptide = inhibitors of HIV fusion peptide binding, primary screen, biochemical, uHTS, fluorescence dequenching (AID 1986). inhibition, % at 20 µM, or IC50 in µM where a hit was titrated. hit rate 0.3% among 290,000. cell-free peptide binding, fluorescence dequenching, 30 min; higher % means a stronger effect; in the data active = inhibition mostly above about 52%, no sharp cut-off; inactive = mostly below about 76%; note: some results filed as inactive read as strong as hits
GPR35 antagonists = inhibition of zaprinast-stimulated GPR35 beta-arrestin translocation – imaging, U2OS, beta-arrestin-GFP, zaprinast agonist, primary screen (AID 2058) | hit rate 0.052% among 290,000 | U2OS GPR35 beta-arrestin-GFP translocation imaging, zaprinast antagonism; higher % means a stronger effect | inhibition, % at 10 µM; hits with a dose series show IC50 in µM;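 active = inhibition of at least 50% with at least 30 cells and total cytoplasm GFP at most 10,000,000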
NS5 inhibitors = flavivirus cap methylation enzyme inhibition – biochemical, confirmation dose response, primary screen (AID 588689). Dengue-2 NS5 methyltransferase capping enzyme assay, biochemical; higher % means a stronger effect. inhibition, % at 25 µM, or IC50 in µM where a hit was titrated. hit rate 0.3% among 340,000; in the data active = a potency from the dose series
West Nile virus CPE = inhibition of WNV-induced cytopathic effect – cell-based, CPE readout (AID 1621); West Nile virus-infected cells, CPE inhibition; higher % means a stronger effect; CPE inhibition, % at 10 µM, or IC50 in µM where a hit was titrated; hit rate 0.02% among 290,000; in the data active = a potency from the dose series; note: strong numbers were not always called active
GPR55 antagonists = inhibition of LPI-stimulated GPR55 beta-arrestin translocation – imaging, U2OS, beta-arrestin-GFP, LPI agonist, primary screen (AID 2013); U2OS GPR55 beta-arrestin-GFP translocation imaging, LPI antagonism; higher % means a stronger effect; inhibition, % at 10 µM; hits with a dose series show IC50 in µM; hit rate 0.13% among 290,000;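 active = spots per cell inhibited over 60%, with over 100 cells counted and total cytoplasm intensity under 500,000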;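 note: U2OS cells stably carrying GPR55 and arrestin-GFP stimulated by 5 µM LPI near EC80; imaged beta-arrestin-GFP aggregate spots per cell after agonist stimulation; plate controls were LPI-stimulated DMSO wells for no effect and DMSO wells without LPI for full effect; some results filed as inactive read as strong as hits; confirmed hits need IC50 under 10 µM and bright autofluorescent wells are also inconclusive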
KOR beta-arrestin-1 = KOR antagonists, beta-arrestin recruitment, cell-based, luminescence, uHTS (AID 1778). KOR beta-arrestin recruitment, luminescence, antagonist mode; higher % means a stronger effect. inhibition, % at 10 µM; hits with a dose series show IC50 in µM. hit rate 0.091% among 290,000; in the data active = inhibition above about 50%; note: strong numbers were not always called active
GPR55 activation = selective activators of receptor GPR55 – imaging, U2OS cells, beta-arrestin-GFP redistribution, primary screen (AID 1961); hit rate 0.048% among 290,000; U2OS GPR55 beta-arrestin-GFP redistribution imaging; higher % means a stronger effect; activation, % at 10 µM, or EC50 in µM where a hit was titrated;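 active = activation above 40% with more than 50 cells counted in the well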;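 note: U2OS osteosarcoma cells stably expressing GPR55 and beta-arrestin-GFP; plate controls were DMSO negative control for no effect and LPI positive control for full effect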
KOR beta-arrestin-2 = kappa opioid receptor activators – cell-based, luminescence, uHTS, primary screen (AID 1777); hit rate 0.02% among 280,000; KOR beta-arrestin recruitment, luminescence; higher % means a stronger effect; activation, % at 10 µM, or EC50 in µM where a hit was titrated; in the data active = activation above about 50%, passing the limit was not always enough; note: a part of the inactive calls stands beside numbers as strong as those of hits
NS5 inhibitors pilot replicate = recorded beside NS5 inhibitors, whose call it bears; inhibition, %; measured here: pilot screen replicate inhibition
Numbers without * were called inactive; . = not tested or not shown; [ ] = dose if it differs, or a comment.

SMILES	NOD1 inhibition	HIV fusion peptide	GPR35 antagonists	NS5 inhibitors	West Nile virus CPE	GPR55 antagonists	KOR beta-arrestin-1	GPR55 activation	KOR beta-arrestin-2	others
COc1ccc(-c2cc(C(=O)NCC3CCCO3)c3cc(C)ccc3n2)cc1 (stereo unspecified)	-50%	-0.7%	14%	1%	0.1%	-4%	7%[20 µM]	-0.1%	-4.5%
CCCc1nnc(SCC(=O)N2CCOCC2)n1CCCOC	-5%	-0.4%	-8%	-2%	-0.2%	-3%	-31%	-0.2%	2.8%
CC(C)NC(=O)CSc1nc2[nH]ncc2c(=O)[nH]1	-17%	-2.6%	-10%	-7%	1.1%	-10%	-16%	0.8%	1.5%
Cc1ccc(OCC(=O)O/N=C(\N)c2cccc([N+](=O)[O-])c2)cc1C	-7%	-0.2%	2%	8%	-0.2%	4%	-22%	-0.1%	2.5%
N#C/C(=C\c1ccccc1)C(=O)N1CCC(C(N)=O)CC1	-29%	0.9%	3%	-17%	-0.2%	-4%	-30%	-0.3%	-1.0%
COc1ccc2[nH]c(C)c(CCN3C(=O)C4C5C=CC(C5)C4C3=O)c2c1 (stereo unspecified)	3%	-1.3%	-9%	-3%	.	8%	8%	-0.1%	-0.3%
N#Cc1c(N)oc(-c2ccc3c(c2)OCO3)c1-c1ccc2c(c1)OCO2	3%	4.7%	28%	-8%	0.3%	7%	-24%	-0.1%	-0.7%
CC(C)Cn1c(-c2ccc(Br)o2)n[nH]c1=S	-42%	-1.5%	-13%	-3%	0.2%	9%	-9%	0.2%	-0.4%
CCCCCNC(=O)c1c[nH]c2ccc(S(=O)(=O)N3CCC4(CC3)OCCO4)cc2c1=O	-39%	0.6%	7%	-2%	0.3%	1%	43%	-0.1%	0.2%
CCOc1cccc(C(=O)Nc2cccnc2)c1	5%	-2.7%	7%	2%	-0.1%	-9%	-18%	-0.2%	0.3%
COc1ccccc1NC(=O)c1ccccc1N(Cc1ccccc1)S(C)(=O)=O	-20%	-0.7%	-6%	-2%	-0.8%	8%	-21%[20 µM]	-0.1%	-5.6%
COCc1nnc(NC(=O)c2cc(Cl)ccc2OC)s1	-4%	0.4%	-11%	-6%	0.1%	-5%	-20%	0.2%	1.8%	NS5 inhibitors pilot replicate=0.6
Cc1cc(C(=O)N=Nc2c(O)n(C(C)C)c3ccccc23)n[nH]1	-3%	0.4%	22%	.	-0.3%	22%	0%	0.2%	-2.8%
O=C(N/N=C/c1ccncc1)C1CC1C(=O)N/N=C/c1ccncc1 (stereo unspecified)	43%	-0.3%	1%	-3%	-0.1%	-9%	-49%	0.2%	4.7%
COc1ccc2nc(SCC(=O)NCC(F)(F)F)[nH]c2c1	2%	0.3%	-5%	1%	-0.1%	-14%	-13%	1.1%	4.6%
CC1(C)NC(=O)N(CCOCCOc2cccc(Oc3ccccc3)c2)C1=O	-9%	-0.2%	-4%	-2%	0.5%	0%	3%	0.2%	6.5%
CCC(=O)Nc1ccc(C(=O)NCCCn2ccnc2)cc1	-8%	-0.7%	-7%	0%	0.1%	-1%	-36%[20 µM]	0.5%	-0.7%
CC(=O)Oc1ccc(-c2csnn2)cc1	-16%	-1.9%	-1%	2%	0.2%	11%	-14%	0.1%	1.0%
Cc1cccc(NC(=O)CN2C(=O)S/C(=C\c3ccc(-c4cccc(C(=O)O)c4C)o3)C2=O)c1	-18%	55%*	8%	.	0.1%	11%	-16%	-0.2%	-1.5%
CC(NC(=O)CN(C)S(=O)(=O)c1cnc[nH]1)c1ccccc1 (stereo unspecified)	-25%	1.1%	-6%	-9%	-0.5%	-5%	17%	-0.4%	9.6%
Cc1cc(C)n(Cc2cc(C(=O)O)c3ccccc3n2)n1	-20%	2.0%	-6%	-2%	-0.4%	13%	9%	0.4%	-2.7%
COc1cc(CN2CCC(n3nccc3NC(=O)C3CCOC3)CC2)ccc1F (stereo unspecified)	11%	-1.3%	19%	-1%	-0.3%	17%	26%	-0.1%	-4.7%
COCCCNC(=O)c1ccc(CN2CCc3ccccc3C2)cc1	-20%	-0.5%	16%	-5%	-0.3%	10%	-44%[20 µM]	-0.1%	.
COC(=O)c1c[nH]n2c(=O)cc(C)nc12	-21%	0.2%	24%	-1%	1.0%	-11%	-11%	-0.1%	4.1%

Quoted at random: 3 compounds from above
SMILES	NOD1 inhibition	HIV fusion peptide	GPR35 antagonists	NS5 inhibitors	West Nile virus CPE	GPR55 antagonists	KOR beta-arrestin-1	GPR55 activation	KOR beta-arrestin-2	others
CCC(=O)Nc1ccc(C(=O)NCCCn2ccnc2)cc1	-8%	-0.7%	-7%	0%	0.1%	-1%	-36%[20 µM]	0.5%	-0.7%
CC(=O)Oc1ccc(-c2csnn2)cc1	-16%	-1.9%	-1%	2%	0.2%	11%	-14%	0.1%	1.0%
CC(NC(=O)CN(C)S(=O)(=O)c1cnc[nH]1)c1ccccc1 (stereo unspecified)	-25%	1.1%	-6%	-9%	-0.5%	-5%	17%	-0.4%	9.6%

New compounds follow:
SMILES	NOD1 inhibition	HIV fusion peptide	GPR35 antagonists	NS5 inhibitors	West Nile virus CPE	GPR55 antagonists	KOR beta-arrestin-1	GPR55 activation	KOR beta-arrestin-2	others
O=C(NCCc1ccccc1)/C(=C\c1ccccc1)NC(=O)c1ccco1	-6%	-0.5%	-8%	-1%	-0.8%	4%	8%	0.9%	-3.7%
CCCn1c(SCC(=O)NCc2ccc(OC)cc2)n[nH]c1=O	-39%	-1.8%	-4%	-5%	1.4%	-7%	-12%	-0.1%	-2.6%
COc1ccc(NC(=O)c2cc(-c3ccccc3Cl)on2)cc1	-24%	0.6%	6%	-6%	-1.6%	-4%	-27%	0.3%	4.0%
COc1ccc(CNC(=S)Nc2cccc(C)c2)cc1	-27%	-1.5%	-3%	-4%	0.7%	-4%	34%	-0.1%	-1.4%
COc1ccc2[nH]c3c(NCCCOC(C)C)ncnc3c2c1	-23%	2.2%	-14%	-5%	-0.8%	-2%	7%	-0.1%	1.7%
CCOc1ccc(NC(=O)CN2CCN(CC(=O)Nc3ccc(F)c(F)c3)CC2)cc1	-5%	-1.4%	7%	-8%	-0.1%	-2%	13%	-0.3%	0.0%
CCOC(=O)N1CCN(S(=O)(=O)c2c[nH]c(C(=O)OC)c2)CC1	7%	-1.1%	6%	-8%	-0.6%	-15%	-20%	-0.2%	-0.6%
CC(C)N(C(=O)CSc1nnnn1C1CCCC1)C(C)C	-21%	0.7%	5%	-7%	-0.7%	7%	12%	-0.2%	-3.0%
COc1cc(OC)cc(N(C(=O)c2ccco2)C(C(=O)NC2CCCC2)c2ccc(N(C)C)cc2)c1 (stereo unspecified)	5%	-2.9%	-4%	-13%	-0.3%	7%	10%	0.2%	2.3%
S=c1[nH]nc(Cc2sc(-c3ccccc3)nc2-c2ccccc2)o1	-22%	0.4%	7%	3%	.	-2%	-2%	-0.1%	-0.3%
CCCCC[C@H]1CN(Cc2ccccc2)C(=O)[C@@H]1CC(=O)NCc1ccc(OC)cc1	-7%	-0.6%	-6%	3%	-1.6%	15%	6%[20 µM]	-0.2%	-2.5%
Cc1cccc(NC(=O)Cn2cnc3c(oc4nc5c(cc43)COC(C)(C)C5)c2=O)c1	6%	-1.1%	11%	-5%	-0.5%	-8%	9%	-0.2%	-1.0%
O=[N+]([O-])c1ccccc1Oc1ccc(C(F)(F)F)cn1	-16%	0.8%	-10%	-9%	0.0%	-9%	-12%	-0.4%	-0.7%
CCCCNC(=O)Cn1c(=O)n(C)c2ccccc21	-11%	-0.1%	4%	-4%	0.2%	-12%	.	-0.1%	.
Cc1cccc(NC(=O)CCN2C(=O)C3C4CCC(C4)C3C2=O)c1C (stereo unspecified)	.	-4.1%	0%	1%	0.2%	-4%	-28%	0.6%	3.3%
COc1c(C)cc(C(=O)C2CCCN(C(=O)c3ccoc3)C2)cc1C (stereo unspecified)	-32%	0.4%	2%	-5%	-0.6%	16%	-4%	-0.2%	-3.2%
COc1ccc(C)cc1NS(=O)(=O)c1ccc2c(c1)N(C(C)=O)CCO2	-13%	-3.1%	-4%	-4%	-0.3%	-6%	-11%	0.2%	1.1%
Cc1ccc(C)c(CN2C(=O)CSc3ccc(C(=O)NCCN4CCOCC4)cc32)c1	-10%	-1.3%	-3%	1%	-1.1%	15%	-1%	0.0%	-3.1%
CCc1ccc(NC(=O)CC2NCCNC2=O)cc1 (stereo unspecified)	-11%	0.8%	-21%	-5%	-0.2%	6%	23%	0.5%	-4.1%
CCS(=O)(=O)N1Cc2ccccc2CC1C(=O)Nc1nnc(SCc2ccc(F)cc2)s1 (stereo unspecified)	32%	3.4%	-2%	-5%	0.4%	11%	0%	-0.2%	4.2%
CCO[C@H]1OC(C(=O)O)=C[C@@H](c2ccc3c(c2)OCO3)[C@@H]1CCCO	-10%	-0.6%	2%	-7%	0.6%	3%	20%	-0.2%	.
Cc1ccc(C)c(OCC(=O)NC2CCCCCC2)c1	-14%	-0.5%	5%	-4%	-1.5%	11%	24%	0.0%	-1.9%
CC(C)CCn1nc(C(=O)OC(C)C(=O)NC(N)=O)c2ccccc2c1=O (stereo unspecified)	-10%	-0.1%	4%	-9%	0.2%	3%	8%	-0.2%	2.7%
COc1ccc(NS(=O)(=O)c2cn(C)cn2)cc1OC	-9%	-0.8%	5%	-9%	0.3%	-10%	-66%	0.5%	-0.1%
CCOC(=O)c1c(C)[nH]c(C(=O)NCc2ccccc2OC)c1C	-68%	1.4%	-3%	.	.	-10%	10%	0.3%	-0.1%
CSc1nc(C)c(CCOCc2ccc(F)cc2)c(=O)[nH]1	-7%	-0.8%	-1%	.	-0.8%	-1%	-24%	-0.3%	-3.2%
CCN1CCN(S(=O)(=O)c2ccc(S(=O)(=O)N(CC)Cc3ccccc3)cc2)CC1	-8%	-1.0%	29%	-6%	-0.7%	8%	11%	0.3%	-1.9%
COc1ccccc1C(=O)NCC(=O)NC(C)c1ccc(-n2ccnc2)cc1 (stereo unspecified)	25%	-1.2%	10%	-3%	-0.7%	-23%	36%	0.0%	-0.6%
CCCN(CCC)CCCNC(=O)c1cn(C)c2ccc(S(=O)(=O)N(C)C3CCCCC3)cc2c1=O	-26%	-1.1%	-22%	-2%	0.0%	-15%	-4%	-0.1%	8.2%
Cc1ccc(S(=O)(=O)Nc2cc(=O)[nH]c(SCC(=O)Nc3ccccc3Cl)n2)cc1	-23%	0.1%	12%	-4%	0.4%	-1%	-6%[20 µM]	0.3%	3.6%
COc1ccc(CCCc2nnc(SCC(=O)Nc3nc(C)cs3)n2C)cc1	-1%	-0.3%	5%	-7%	-0.1%	26%	5%	-0.1%	1.6%
COc1ccc(OC)c(NC(=O)NNC(=O)c2cc3occc3[nH]2)c1	-6%	-1.5%	4%	2%	-0.4%	2%	-16%	-0.2%	-3.0%
O=C(NCC1(O)CCCCC1)C1CCC(=O)N(Cc2ccccc2F)C1 (stereo unspecified)	-20%	1.4%	-14%	-7%	-0.9%	13%	-3%	-0.1%	5.1%

An excerpt; count on the stated rates, not on these rows.
